Source: PubChem BioAssay (National Center for Advancing Translational Sciences (NCATS))
GAA glycogen mod = GAA glycogen-cleavage inhibition or activation | Potency, µM (doses to about 76.4 µM), for the others: top-dose activity change, negative = inhibition, usual class: inhibitors | actives 0.38% (n = 300,000) | AID 2100 | P10253 | recombinant GAA, glycogen substrate, Amplex Red glucose oxidase fluorescence; active = well fitted inhibition curve with a large enough effect;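 also: 0% = full enzyme reaction and -100% = no-enzyme basal signal; the screen sought inhibitors and activators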
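Recombinant human enzyme (4 nM); glycogen substrate; 37 C, 40 min, pH 5.0. Readout: coupled glucose oxidase/Amplex Red fluorescence.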
Starred values were filed as active, the others as inactive; [ ] = remark or other dose. Potency is read from the fitted curve at half-maximal effect. An excerpt; rates above refer to the full screens.

SMILES	GAA glycogen mod
Fc1ccc(-c2csc(Nc3ccccn3)n2)c(F)c1	-0.1%[76.3 µM]
Cc1nnc2c(NCCc3ccccc3)nc3ccccc3n12	1.3%
Cc1nnc(NC(=O)CCC(=O)NC2CCCCCCC2)s1	-1.3%[76.3 µM]
OCc1nc2ccccc2n1Cc1ccc(Cl)cc1	-2.2%[76.3 µM]
Cc1cc(-c2nnc(CCC(=O)NCc3cc(F)cc(C(F)(F)F)c3)o2)no1	1.0%[76.3 µM]
CC(C)C(NC(=O)c1c(F)cccc1F)C(=O)N1CCN(c2ccccc2F)CC1 (centres undefined)	-7.4%
Cc1ccccc1NC(=S)Nc1ccccc1	-16.1%[76.3 µM]
C[C@H](NC(=O)N1CCn2c1nc1ccccc12)C(=O)NCc1ccc2c(c1)OCO2	-19.5%[76.3 µM]
COc1cc(-c2nnc(SCC(=O)NC3CCCC3)n2C)cc(OC)c1O	5.6%
CCOC(=O)C1CCN(C2CCN(C(=O)c3oc4c(F)cccc4c3C)CC2)CC1	-2.7%[76.3 µM]

Brought forward from above: two entries, followed by the next part.
SMILES	GAA glycogen mod
COc1cc(-c2nnc(SCC(=O)NC3CCCC3)n2C)cc(OC)c1O	5.6%
CCOC(=O)C1CCN(C2CCN(C(=O)c3oc4c(F)cccc4c3C)CC2)CC1	-2.7%[76.3 µM]
COc1ccc(-c2cn(Cc3ccc(C)cc3)nn2)cc1	-6.8%[76.3 µM]
Cc1cc(C)n2nc(CC(=O)NNC(=O)c3ccccc3Cl)nc2n1	-4.9%[76.3 µM]
Cc1ccccc1CC1(CO)CCCN(C(=O)CCN2CCCO2)C1 (centres undefined)	9.2%[76.3 µM]
COC(=O)CSc1nnc(NC(=O)c2ccc3c(c2)OCO3)s1	-3.9%[76.3 µM]
CCOC(=O)C1=C(CN2CCN(C(=O)c3ccco3)CC2)NC(=O)NC1c1ccc(OC)cc1 (centres undefined)	-10.4%[76.3 µM]
COc1ccccc1NCC(=O)N/N=C/c1c(O)ccc2ccccc12	1.0%
Cc1cccc(N(CC(=O)N2CCCCCC2)S(C)(=O)=O)c1	-6.5%[76.3 µM]
O=C(NCCC1=CCCCC1)C1CCC(=O)N(Cc2ccc(Cl)cc2)C1 (centres undefined)	-3.4%[76.3 µM]
CSc1ccc(S(=O)(=O)N2CCC(C(=O)NCc3cccnc3)CC2)cc1	2.2%
COc1ccc(/C=C(/NC(=O)c2ccco2)C(=O)Nc2ccc(C(=O)O)cc2)cc1	10.2%
O=C(CSc1nc2ccccc2s1)c1ccc(O)cc1O	-4.0%
NC(=O)c1ccccc1NC(=O)CCCCCn1nnc2ccccc2c1=O	-5.4%
Cc1nnc(NCc2ccccc2)c2ccccc12	-5.6%[76.3 µM]
CC(=O)CCSc1ncnc2sc(-c3ccccc3)cc12	-3.0%[76.3 µM]
Cc1c(CC(=O)NCCCCCC(=O)O)c(=O)oc2cc3occ(-c4ccccc4)c3cc12	0.8%
O=C(CCN1C(=O)[C@@H]2Cc3ccccc3CN2C1=O)N[C@H](C(=O)O)c1ccccc1	1.0%[76.3 µM]
O=C(O)c1ccc(CN2C(=O)c3cccc4c([N+](=O)[O-])ccc(c34)C2=O)cc1	-7.5%
COc1cc(NC(=O)CN(C)CCOc2ccccc2)c(C)cc1[N+](=O)[O-]	1.3%
Cc1ccccc1OCC(=O)NC(C)c1ccccc1 (centres undefined)	3.6%
Cc1ccc(SC2=C(C(=O)O)CCCC2)cc1	8.2%[76.3 µM]
CCc1nc(Nc2ccccc2F)c2oc3ccccc3c2n1	5.2%
COc1ccc(C(C(=O)NCC2CCCO2)N(C(=O)CNC(=O)c2ccco2)c2cc(C)ccc2C)cc1OC (centres undefined)	-11.2%
CCOC(=O)C(Cc1ccc(N)cc1)N1C(=O)c2ccccc2C1=O (centres undefined)	11.3%[76.3 µM]
Cc1ccc(S(=O)(=O)c2ncccc2[N+](=O)[O-])cc1	-3.7%
COc1cccc(CC(=O)Nc2ncc(C)s2)c1	5.5%
CC1=C(C)CC(C(=O)NCCCN2CCCC2=O)C(C(=O)O)C1 (centres undefined)	-8.1%[76.3 µM]
Nc1cc(=O)nc(SCC(=O)N2CCN(c3ccccc3)CC2)n1-c1ccc(F)cc1	-0.8%[76.3 µM]
O=C(O)[C@@H]1CC(O)CN1C(=O)CCc1c[nH]c2ccccc12 (some centres undefined)	0.1%
N#C/C(=C\c1cccnc1)c1ccccn1	-3.2%
C=CCN(C(=O)CC(NC(C)=O)c1ccccc1)c1nc(-c2ccc(S(C)(=O)=O)cc2)cs1 (centres undefined)	-1.8%
CSCC[C@H](NC(=O)COc1ccc(Cl)cc1)C(=O)N1CCC2(CC1)NCCc1[nH]cnc12	-4.0%[76.3 µM]
CCC(C(=O)NCCCN1CCN(C)CC1)n1nc(C)n2c(cc3occc32)c1=O (centres undefined)	3.1%[76.3 µM]
COCc1cc(CNC(=O)C2CCC(=O)N(Cc3ccccc3F)C2)[nH]n1 (centres undefined)	8.8%[76.3 µM]
Cc1c(C(=O)N2CCCCC2)c(S(=O)(=O)Nc2ccc(F)cc2F)c(C)n1C	-0.7%[76.3 µM]
COc1ccc(CNS(=O)(=O)c2cc(CN3C(=O)c4cccnc4C3=O)ccc2OC)cc1	-1.2%[76.3 µM]
Cc1cc(F)ccc1N1CCC(N2CCN(C)C(CCO)C2)CC1 (centres undefined)	9.9%[76.3 µM]
Cc1cccc(NC(=O)C2CCN(C(=O)N3CCOc4ccccc43)CC2)c1C	27.6%[76.3 µM]
COc1ccc(C(=O)NNC(=O)c2ccncc2)cc1[N+](=O)[O-]	3.5%
CC(=O)c1cccc(NC(=O)CCCSc2ccccc2)c1	1.7%
Cc1ncc(CO)c2cc(C(=O)Nc3ccccc3Cl)c(=Nc3cccc(C(N)=O)c3)oc12	3.9%
COc1ccc(CNC(=O)CSc2nc3ccc(OC)cc3[nH]2)cc1	13.4%[76.3 µM]
Cc1ccccc1NC(=O)CSc1n[nH]c(-c2ccccn2)n1	-0.5%[76.3 µM]
O=C(CN1C(=O)C(=O)c2ccccc21)c1ccc(Cl)cc1	-6.1%[76.3 µM]
CC1CCN(C(=O)c2ccccc2NC(=O)c2cccs2)CC1	-1.4%[76.3 µM]
CC(=O)c1ccc(N(C(=O)CNC(=O)c2cccs2)C(C(=O)NCC2CCCO2)c2ccccc2)cc1 (centres undefined)	-11.3%
COc1ccc(C(CCNCc2ccc(N(C)C)cc2)c2ccccc2)cc1 (centres undefined)	-13.4%
CCCNC(=O)N1CCC(Cc2ccccc2)CC1	3.1%[76.3 µM]
CC(C)NC(=O)C1CCN(S(=O)(=O)c2ccc(N3CCCC3=O)cc2)CC1	-9.5%[76.3 µM]
O=C1COc2ccc(S(=O)(=O)CCC(=O)N3CCN(c4cccc(Cl)c4)CC3)cc2N1	-7.3%[76.3 µM]
C=C1CCN(c2ccc(C(=O)NCc3ccccc3)cc2[N+](=O)[O-])CC1	-6.0%[76.3 µM]

The listing continues.
SMILES	GAA glycogen mod
Cc1cccnc1CC(C)NC(=O)c1cc(COc2cncc(Cl)c2)on1 (centres undefined)	-4.7%[76.3 µM]
O=C(NCCCN1CCOCC1)c1cc(-c2cccc(O)c2)on1	-11.5%[76.3 µM]
COc1ccc(NC2CCCN(C(=O)CN3C(=O)c4ccccc4C3=O)C2)cc1OC (centres undefined)	-4.6%[76.3 µM]
CCC(C)(C)NC(=O)C1CCCN(S(=O)(=O)c2ccc3c(c2)CC(C)N3C(=O)C2CC2)C1 (centres undefined)	2.1%[76.3 µM]
CC(C)c1ccc(N(C(=O)c2ccco2)C(C(=O)NC2CCCC2)c2ccncc2)cc1 (centres undefined)	9.0%
O=C(CNC1CCCC1)Nc1ccc(S(=O)(=O)N2CCCCC2)cc1	9.7%
Cc1ccc(S(=O)(=O)N(C)C)cc1NC(=O)CN1CCCC1	-10.5%
O=C(c1cccc(N2C(=O)C3C4C=CC(C4)C3C2=O)c1)N1CCN(c2ccccc2Cl)CC1 (centres undefined)	1.2%[76.3 µM]
C[C@@H](NC(=O)C1(c2ccccc2)CCN(C(=O)OC(C)(C)C)CC1)C(=O)N[C@@H](C(=O)O)c1ccccc1	-8.0%[76.3 µM]
Cc1nc(NCCC(C)C)c2nnn(Cc3ccccc3)c2n1	10.8%[76.3 µM]
COc1ccc(NC(=O)CN2CCC(NC(=O)c3ccco3)CC2)c([N+](=O)[O-])c1	-4.2%[76.3 µM]
O=C(O)C1CCN(c2nc(-c3ccccc3)c3cc(Br)ccc3n2)CC1	-0.6%
COc1ccccc1CCNC(=O)c1nccnc1C(=O)O	-2.2%
O=C(NC(=S)N1CCCCC1c1cccnc1)c1ccccc1 (centres undefined)	-24.3%[76.3 µM]
CCOc1ccc(NC(=O)CSc2nnnn2-c2ccc(C(N)=O)cc2)cc1	11.1%
CC(C)(C)c1nnc(NC(=O)C2CCN(C(=O)c3ccco3)CC2)s1	-6.1%[76.3 µM]
CN(C(=O)c1cc(COc2ccc(F)c(F)c2)on1)C1CCOC1 (centres undefined)	0.3%[76.3 µM]
CN(C)c1ccc(N=Nc2ccc(S(N)(=O)=O)cc2)cc1	-4.7%[76.3 µM]
COc1cc(/C=C/c2nc3ccccc3c(=O)[nH]2)cc(OC)c1OC	1.2%
CCn1nnc2cc(C(=O)NCC(c3ccccc3OC)N(C)C)ccc21 (centres undefined)	1.1%
C=CCNC(=O)c1ccc(N(Cc2ccccc2)S(C)(=O)=O)cc1	-1.4%[76.3 µM]
O=C(Nc1nnc(SCCC2OCCO2)s1)C1CC(=O)N(c2ccccc2)C1 (centres undefined)	5.4%[76.3 µM]
O=C(O)CSc1nnc2n(-c3ccccc3)c(=O)c3ccccc3n12	8.8%[76.3 µM]
COCCNC(=O)Cn1nc(Cc2ccncc2)c2ccccc2c1=O	-3.6%
CCOc1ccc(Cl)cc1CNCCCSc1ncccn1	7.1%[76.3 µM]
COc1ccc(/C=N/NC(=O)CC(=O)NCc2cccnc2)cc1[N+](=O)[O-]	-11.6%[76.3 µM]
CCn1ncc(N2CCOCC2)c(Cl)c1=O	8.3%
CCOc1ccccc1NC(=O)NCCN1CCCCC1	-9.5%[76.3 µM]
COc1ccc(CCNC(=O)C(=O)NCC2OCCN2S(=O)(=O)c2cccs2)cc1 (centres undefined)	-1.0%[76.3 µM]
CCn1c(SCC(=O)Nc2nncs2)nnc1-c1ccco1	5.9%
CCC1CCCCN1C(=O)c1ccc(OC)c(OC2CCN(C(C)C)CC2)c1 (centres undefined)	9.0%[76.3 µM]
NC(=O)CC(NC(=O)Cc1cccc2ccccc12)c1ccc(N2CCC(N3CCCC3)CC2)c([N+](=O)[O-])c1 (centres undefined)	-1.8%[76.3 µM]
Cc1ccccc1NC(=O)c1c([N+](=O)[O-])cnn1C	-8.2%[76.3 µM]
O=Cc1c(NCc2cccc(F)c2)c2ccccc2[nH]c1=O	4.2%[76.3 µM]
COc1ccccc1C(C#N)N1N=C(C)CC1c1ccccc1 (centres undefined)	-11.7%[76.3 µM]
CCC1CCCCN1S(=O)(=O)c1ccc(NC(=O)c2nc(S(C)(=O)=O)ncc2Cl)cc1 (centres undefined)	0.2%[76.3 µM]
CCOc1ccc(/C=C/C(=O)Oc2ccccc2)cc1	-1.4%[76.3 µM]
C/C=C/c1ccc(OCC(O)CN(C)Cc2ccc(SC)cc2)c(OC)c1 (centres undefined)	1.6%
Cc1ccc(C(=O)NC2CCCN(c3ccc(C(F)(F)F)cn3)C2)cn1 (centres undefined)	0.7%[76.3 µM]
Cn1c(CNC(=O)c2ccco2)nnc1SCC(=O)N1CCN(c2ccccc2)CC1	1.0%

Sorted by molecular weight (lowest first): part of the list above.
SMILES	GAA glycogen mod
CCOc1ccc(/C=C/C(=O)Oc2ccccc2)cc1	-1.4%[76.3 µM]
COc1ccccc1C(C#N)N1N=C(C)CC1c1ccccc1 (centres undefined)	-11.7%[76.3 µM]
CCC1CCCCN1C(=O)c1ccc(OC)c(OC2CCN(C(C)C)CC2)c1 (centres undefined)	9.0%[76.3 µM]

The list continues:
SMILES	GAA glycogen mod
CCCCN(CC)C(=O)c1cc2cc3ccc(Cl)cc3nc2o1	-1.5%
CCC(C(=O)NCCc1ccccc1OC)n1nc(C)c2c(C)n(-c3ccccc3)nc2c1=O (centres undefined)	-1.9%[76.3 µM]
COc1ccccc1N1CCN(C(=O)c2cc(C(=O)N3CCN(c4ccccc4OC)CC3)cc([N+](=O)[O-])c2)CC1	18.8%[76.3 µM]
O=C(CSc1cn(CCNC(=O)c2c(F)cccc2F)c2ccccc12)NCC1CCCO1 (centres undefined)	1.6%[76.3 µM]
CCCN(CCC)Cc1c(C(=O)N/N=C/C(C)=C\c2ccccc2)nnn1-c1nonc1N	-16.3%
CC1c2[nH]c3ccccc3c2C[C@H]2C(=O)N(CCO)CC(=O)N12 (some centres undefined)	0.6%
COc1ccccc1C(=O)COC(=O)CN1C(=O)c2ccccc2C1=O	2.6%[76.3 µM]
CCN1CCCC1CNc1ccc(S(C)(=O)=O)cc1[N+](=O)[O-] (centres undefined)	-3.5%
CN(C(=O)C1CCC(=O)N(C2CC2)C1)C1CCCCC1 (centres undefined)	-14.1%[76.3 µM]
Cc1oc(-c2ccccc2F)nc1CSCC(=O)NC1CCC(C)CC1 (centres undefined)	-2.2%[76.3 µM]
Cc1cc(C(=O)Nc2ccccc2C)on1	-0.2%
C#Cc1ccc(CN2CCC(Oc3ccc(C(=O)NCc4ccccn4)cc3)CC2)cc1	-3.2%[76.3 µM]
O=C(NC(=S)N1CCCC1)c1cccc([N+](=O)[O-])c1	2.9%[76.3 µM]

Pulled by structure from the list above (4):
SMILES	GAA glycogen mod
CCn1ncc(N2CCOCC2)c(Cl)c1=O	8.3%
Cc1ccccc1CC1(CO)CCCN(C(=O)CCN2CCCO2)C1 (centres undefined)	9.2%[76.3 µM]
COC(=O)CSc1nnc(NC(=O)c2ccc3c(c2)OCO3)s1	-3.9%[76.3 µM]
CC(C)(C)c1nnc(NC(=O)C2CCN(C(=O)c3ccco3)CC2)s1	-6.1%[76.3 µM]
